Screens (PubChem)
D1 ag: human D1 receptor agonism. activation, % at 2 µM. HEK293 T-REx D1 cells, calcium flux, agonist mode. P21728. AID 504660. 360,000 compounds, 1% hits; also: 0% is about no effect
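Tetracycline-induced HEK293 TREx D1 cells, force-coupled to calcium signalling, were dye-loaded with a no-wash calcium kit. Compound was pin-added after a 10 s baseline. Fluorescence was read kinetically at 1 cycle/s for 180 s, with calcium rises flagged as agonism.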
D1 PAM: enhances dopamine response at the human D1 receptor | P21728 | HEK293 TREx D1 cells, calcium flux, dopamine EC20 potentiation | potentiation, % at 10 µM | 360,000 compounds, 0.036% hits | AID 504651; in the data active = potentiation above about 30%; also: 0% is about no effect
D2 potentiator: D2 dopamine receptor (human) potentiation; P14416; HEK293 T-REx D2, calcium flux, EC20 dopamine potentiation; potentiation, % at 10 µM; 340,000 compounds, 0.34% hits;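 active = potentiation over 3 SD above the plate norm, cut at about 30% in these data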; also: 0% is about no effect
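Tetracycline-induced Hek293 Trex D2 cells, force-coupled to calcium, loaded with no-wash calcium dye. Compound added with 180 s kinetic read for agonism, then EC20 dopamine and a further 180 s read for potentiation.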
RXFP1 antagonist: antagonists of human relaxin receptor RXFP1. Q9HBX9. HEK293-RXFP1, relaxin-stimulated cAMP HTRF, 30 min; stronger effect = lower value. activity change, negative = inhibition, % at 57.5 µM. 350,000 compounds, 0.59% hits. AID 1259400;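 active = activity change of -60% or lower, but not beyond a set lower limit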; also: % is scaled to controls: 0 for no effect and ±100 for the full control effect
Target sequence (Q9HBX9 whole entry, looked up): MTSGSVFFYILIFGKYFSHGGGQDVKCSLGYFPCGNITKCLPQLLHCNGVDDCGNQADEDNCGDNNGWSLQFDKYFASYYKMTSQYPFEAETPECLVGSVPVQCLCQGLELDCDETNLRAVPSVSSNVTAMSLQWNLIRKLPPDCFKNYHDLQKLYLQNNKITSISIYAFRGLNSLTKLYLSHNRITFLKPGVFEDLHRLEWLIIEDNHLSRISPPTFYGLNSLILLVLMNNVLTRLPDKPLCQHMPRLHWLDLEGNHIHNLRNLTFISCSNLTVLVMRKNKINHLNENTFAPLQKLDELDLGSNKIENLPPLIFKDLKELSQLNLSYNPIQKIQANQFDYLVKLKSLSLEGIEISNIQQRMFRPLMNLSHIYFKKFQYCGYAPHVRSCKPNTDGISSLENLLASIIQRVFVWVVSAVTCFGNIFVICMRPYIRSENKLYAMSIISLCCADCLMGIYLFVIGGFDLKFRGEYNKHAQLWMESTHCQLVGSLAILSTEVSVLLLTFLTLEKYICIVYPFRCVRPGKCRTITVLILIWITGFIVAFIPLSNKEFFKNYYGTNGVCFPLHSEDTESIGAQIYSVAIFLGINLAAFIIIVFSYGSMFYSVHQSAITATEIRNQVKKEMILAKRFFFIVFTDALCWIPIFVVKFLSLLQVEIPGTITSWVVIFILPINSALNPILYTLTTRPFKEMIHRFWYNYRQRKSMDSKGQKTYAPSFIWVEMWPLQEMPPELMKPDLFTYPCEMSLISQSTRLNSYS
D2 agonist: D2 dopamine receptor (human) agonism | HEK293 T-REx D2 cells, calcium flux agonist mode | activation, % at 2 µM | 340,000 compounds, 0.53% hits | AID 485358;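 active = activation over 3 SD above normal in the single-dose calcium agonist read, cut at about 30% in these data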; also: 0% is about no effect
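Agonism scored from kinetic calcium signal (1 read/sec, 180 s) following compound pin transfer, after a 10 s baseline. Cells: HEK293 Trex line expressing inducible D2 receptor coupled to calcium, dye-loaded after overnight culture at 30 C.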
D2 antagonist: antagonists of human D2 dopamine receptor; HEK293 TREx D2 cells, calcium flux, dopamine EC80; inhibition, % at 10 µM; 340,000 compounds, 2% hits; AID 485344; in the data active = inhibition above about 30%; also: 0% is about no effect
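Read-out: kinetic calcium fluorescence (1 cycle/s) in inducible HEK293 T-REx D2 cells after an EC80 dopamine addition that followed 180 s compound preincubation. Loss of the dopamine response indicates antagonism.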
D1 antagonist: human D1 dopamine receptor antagonism; P21728; HEK293 TREx D1 cells, calcium flux, dopamine EC80; stronger effect = lower value; activity change, negative = inhibition, % at 10 µM; 360,000 compounds, 3.2% hits; in the data active = activity change below about -30%; also: % is scaled to controls: 0 for no effect and ±100 for the full control effect
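Compound effects on dopamine-evoked calcium signalling were measured in tetracycline-induced HEK293 Trex D1 cells. Dopamine at EC80 followed a 180 s compound pre-read, and fluorescence was tracked kinetically for 180 s more.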
TRHR ag: activates the human TRH receptor | P34981 | TRHR cells, calcium flux fluo-8, FDSS agonist mode | activation, % at 2 µM | 360,000 compounds, 0.18% hits | AID 493084; also: 0% is about no effect
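In this calcium-flux screen, cells bearing human TRHR are dye-loaded with fluo-8, baselined for 10 cycles, then exposed to library compounds; positive kinetic calcium responses during the agonist phase mark hits, with TRH as control.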
TRHR enhancer: allosterically enhances the human TRH receptor. 360,000 compounds, 0.66% hits. P34981. AID 493056. enhancement, % at 2 µM. TRHR cells, fluo-8 calcium fluorescence, EC20 TRH enhancement; in the data active = enhancement above about 30%; also: 0% is about no effect
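TRHR-expressing cells loaded with fluo-8 calcium dye were read kinetically (ex 480/em 530) during compound addition, then stimulated with an EC20 of TRH (10 nM final). Enhancement of the Gq-mediated intracellular calcium response was scored.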
Starred values were filed as active, the others as inactive; . = not tested or not shown. Rule as the data show it, unless noted: active = activation above about 30%; inactive = the rest.

compound	D1 ag	D1 PAM	D2 potentiator	RXFP1 antagonist	D2 agonist	D2 antagonist	D1 antagonist	TRHR ag	TRHR enhancer
COc1cc2nc(SCc3ccc(F)cc3)n3nc(CCn4c(C)nc5ccccc54)nc3c2cc1OC	2	5	26	.	-0.7	.	-6	-0.9	6
CCOc1cccc(C(=O)Nc2ccccc2N2CCN(C(=O)C(C)C)CC2)c1	3	1	5	-3	0.1	-15	-13	0.6	3
S=c1[nH]nc(-c2cccnc2)n1/N=C/C=C/c1ccco1	1	0	7	-5	0.6	17	2	0.1	-9
CCn1c(SCC(=O)N/N=C/c2cccs2)nc2ccccc21	1	1	-4	4	-0.1	3	19	-0.5	-3
CCc1ccccc1NC(=O)Nc1cnccn1	4	5	-4	-5	-0.7	-7	11	-0.5	-1
CCOc1ccc(N2C(=O)CC(NCCc3ccc(S(N)(=O)=O)cc3)C2=O)cc1 (stereo not drawn)	1	-6	7	-15	0.9	10	3	-0.1	11
Cc1ccc(S(=O)(=O)N2CCOCC2)cc1C(=O)Nc1ccccc1F	4	-2	6	-4	0.3	5	13	0.1	28
O=S(=O)(Nc1cccc(-n2cnnn2)c1)c1cc(Br)ccc1Br	3	-3	1	1	0.0	5	2	-0.1	7

Ordered by number of heavy atoms (largest number first): part of the list above.
compound	D1 ag	D1 PAM	D2 potentiator	RXFP1 antagonist	D2 agonist	D2 antagonist	D1 antagonist	TRHR ag	TRHR enhancer
Cc1ccc(S(=O)(=O)N2CCOCC2)cc1C(=O)Nc1ccccc1F	4	-2	6	-4	0.3	5	13	0.1	28
O=S(=O)(Nc1cccc(-n2cnnn2)c1)c1cc(Br)ccc1Br	3	-3	1	1	0.0	5	2	-0.1	7
S=c1[nH]nc(-c2cccnc2)n1/N=C/C=C/c1ccco1	1	0	7	-5	0.6	17	2	0.1	-9

Going on with the list:
compound	D1 ag	D1 PAM	D2 potentiator	RXFP1 antagonist	D2 agonist	D2 antagonist	D1 antagonist	TRHR ag	TRHR enhancer
CCc1ccc(CN2CCCC(C(=O)N3CCCCC3)C2)cc1 (stereo not drawn)	-3	1	8	5	0.1	5	24	0.5	2
COCC(C)Nc1ccc(S(=O)(=O)N2CCCC2)cc1[N+](=O)[O-] (stereo not drawn)	1	-1	.	3	0.7	9	-4	0.8	-9
CCCCN(C(=O)COC(=O)CSc1cc(C)c2ccccc2n1)c1c(N)n(CCC)c(=O)[nH]c1=O	2	-1	8	7	-0.3	-13	7	0.2	13
CCOc1cccc2cc(C(=O)N3CCN(C/C=C/c4ccccc4)CC3)c(=O)oc12	-2	1	-22	-4	0.8	9	14	0.0	4
C=CCNc1nc(NC(C)(C)CO)nc(OC)n1	0	-1	3	-2	0.8	-2	2	1.5	0
O=C(Nc1ccc(F)cc1)OCCN1CCN(Cc2ccccc2)CCC1=O	15	-1	-5	.	1.8	-4	-5	0.1	-4
CCCc1cc(=O)[nH]c(SCC(=O)Nc2nonc2C)n1	-1	0	.	11	1.5	-11	5	-0.4	-1
CCCc1ccc(C(=O)NNC(=O)c2ccc(Cl)cc2)cc1	2	2	-1	1	0.4	-16	5	0.2	0

Going on with the list:
compound	D1 ag	D1 PAM	D2 potentiator	RXFP1 antagonist	D2 agonist	D2 antagonist	D1 antagonist	TRHR ag	TRHR enhancer
COc1ccccc1NC(=O)Nc1nnc(Cc2ccccc2F)s1	6	0	2	7	0.6	-3	-5	1.1	0
C=C(C)CC1N(c2cccc(OC)c2)C(=O)[C@@H]2C(C(=O)O)[C@H]3C=C[C@@]12O3 (stereo partly drawn)	1	2	.	-10	.	.	6	0.8	-4
COCCCN1C(=O)C(=O)/C(=C(/O)c2ccc(S(=O)(=O)N3CCCCC3)cc2)C1c1cccc(OC)c1 (stereo not drawn)	3	-5	-9	3	1.4	4	6	0.1	3
CCCN1C(=O)/C(=C\c2nc3ccccc3c(=O)[nH]2)c2ccccc21	1	-4	10	-17	0.4	2	-7	1.3	-13
CCCCn1c(N)c(N(Cc2ccccc2OC)C(=O)C(C)Oc2ccc(Cl)cc2)c(=O)[nH]c1=O (stereo not drawn)	2	4	-4	-1	0.4	17	6	-0.7	-4
c1ccc(C(Cc2nc(-c3ccncc3)no2)c2ccccc2)cc1	6	-2	-6	-36	-1.9	3	1	0.1	1
Cc1nnc(NC(=O)CSc2ccc(-c3ccc(Cl)cc3)nn2)s1	5	-4	5	-5	-0.1	5	0	-0.5	-2
CCn1c(SCCOc2ccc(Cl)cc2)nnc1-c1cccs1	7	-3	8	-4	0.4	6	-4	-0.8	-6

Other structures
compound	D1 ag	D1 PAM	D2 potentiator	RXFP1 antagonist	D2 agonist	D2 antagonist	D1 antagonist	TRHR ag	TRHR enhancer
CCOc1ccc(NC(=O)c2ccc3c(c2)C(=O)N(Cc2ccncc2)C3=O)cc1	9	2	-1	-16	1.0	-14	-22	1.0	0
CC(C)OC(=O)/C(C#N)=C/c1ccc(-c2ccc(SC(F)F)cc2)o1	25	-8	-6	-6	4.4	-7	-12	5.0	2
c1ccc2c(c1)ncn2CCC1CCCCC1	24	-6	16	5	-0.1	2	-5	-0.7	10
O=C(N1CCN(c2ccccc2)CC1)C1(c2cccs2)CCOCC1	0	2	-1	-8	0.0	-1	-12	0.2	-2
Cc1cc(C)c2oc(=O)cc(CN3CCCCC3)c2c1	2	4	-3	-2	-0.7	-5	4	0.1	2
CCOC(=O)N1CCN(C(=O)CCCn2c(=O)[nH]c3ccccc3c2=O)CC1	1	-2	5	-10	-1.8	1	27	-0.1	0
COC(=O)C1CCN(C(=O)COC(=O)[C@@H]2CC(O)CN2S(=O)(=O)c2ccc3c(c2)OCCO3)CC1 (stereo partly drawn)	1	2	3	-2	-0.1	3	4	-0.1	-2
O=C(CCCCCN1C(=O)CCC1=O)Nc1ncn[nH]1	3	-4	.	-11	1.7	45*	6	0.3	-2

More compounds:
SMILES	D1 ag	D1 PAM	D2 potentiator	RXFP1 antagonist	D2 agonist	D2 antagonist	D1 antagonist	TRHR ag	TRHR enhancer
CCN(CCCNC(=O)Cn1ncc2c(=O)oc3ccccc3c21)c1cccc(C)c1	11	-7	-17	2	1.4	3	-37*	-1.1	-6
CCC(C)NC(=O)Cn1cc(S(=O)(=O)N2CCN(c3ccccc3F)CC2)c2ccccc2c1=O (stereo not drawn)	2	-2	3	-7	-0.3	0	2	1.1	-3
CC1=C(C(=O)Nc2ccccc2)C(c2ccc(O)cc2)N2C(=O)CSC2=N1 (stereo not drawn)	-3	-3	-1	3	-1.8	3	-2	-0.5	-2
O=C1c2ccc(Oc3ccc4c(c3)C(=O)N(CCCCO)C4=O)cc2C(=O)N1CCCCO	8	-7	-1	-3	0.7	-8	0	1.0	-2
CCOC(=O)c1c(C)[nH]c(C(=O)N2CCCC(C(=O)c3cccc(OC)c3)C2)c1C (stereo not drawn)	1	-1	-5	-2	0.2	-4	9	-1.5	4
COc1ccc(/C=N/NC(=O)c2ccoc2C)cc1O	0	-5	-7	-12	1.6	-8	3	0.5	22
O=C(Nc1ccc(F)cc1)N(CCCN1CCOCC1)Cc1cc2cc3c(cc2[nH]c1=O)OCO3	-2	-3	-5	.	0.8	1	25	-0.4	-4
CCCOc1ccc(N2C(=O)CC(SCCc3nc4ccccc4[nH]3)C2=O)cc1 (stereo not drawn)	1	-4	6	4	-0.2	-3	3	-0.5	12
COc1cc(C(=O)NCCOc2ccc(F)cc2)c(Br)c(OC)c1OC	1	4	4	13	-1.0	19	-55*	-4.2	7
Cc1ccc2c(=O)c(C(=O)c3cccc(Cl)c3)cn(CC(=O)NCc3ccccc3)c2n1	0	-7	-1	3	2.5	.	-33*	-0.7	-4
CCCc1nnc(SCC(=O)N2CCCCC2C)n1CC (stereo not drawn)	3	-4	-2	-15	-0.7	-8	-25	1.2	-7
Cc1ccc(N(C)S(=O)(=O)c2ccc(-c3cc(C)no3)s2)cc1	7	-6	8	-1	0.1	10	-1	0.3	-4
COc1ccc(-c2cn3cc(C)ccc3n2)cc1Br	0	4	-5	-15	0.7	-8	4	-0.2	-3
CSCCC(NC(=O)c1ccccc1Cl)C(=O)N1CCN(C(c2ccccc2)c2ccccc2)CC1 (stereo not drawn)	6	1	-1	-34	-0.3	4	-2	0.7	-4
COc1ccc(-c2nc3cc(C)ccn3c2NCc2ccc3c(c2)OCO3)cc1	3	0	4	-5	-0.5	2	-31*	-0.3	-3
CCc1cccc(N=c2c([N+](=O)[O-])nn(-c3ccc(Cl)cc3)n2O)c1	2	-8	-7	-5	-0.1	10	-8	0.8	-5
CC(C)C(=O)NC(=S)Nc1ccccc1C(=O)Nc1ccccc1	-1	2	-4	-2	0.2	-2	-1	-0.1	3
O=C(NNC(=O)c1ccc(Br)o1)c1ccc(NC(=O)c2ccccc2)cc1	14	-5	-6	-16	4.7	7	.	0.5	0
COc1ccc(-c2oc3ccc(-c4cc(OC)c(OC)c(OC)c4)cc3c2-c2ccc(OC)nc2)cc1	3	4	-1	.	-0.6	6	-4	0.4	-12
C#CCn1cccc(C(=O)Nc2ccc(OC)cc2)c1=O	2	-3	-8	1	0.0	-1	3	0.3	45*
Nc1nc2c(c(=O)[nH]1)C(c1ccccc1)C1=C(N2)c2ccccc2C1=O (stereo not drawn)	1	-5	21	6	-0.3	-9	-14	-0.9	4
COc1ccc(C(=O)COC(=O)COc2cc(C)cc(C)c2)cc1	16	-6	2	5	-1.1	-9	1	0.4	-2
